# OXTR potentiator – potentiators of human oxytocin receptor; 320,000 compounds, 0.061% hits; CHO-OTR cells, Fluo-8 calcium fluorescence, potentiator mode; 0% = oxytocin EC15, 100% = EC100; activation, % at 3 µM; P30559;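 active = activation above that plate's cutoff, the mean activation of tested compounds plus 3 SD, cut at about 6.6% in these data, passing the limit was not always enough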;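 also: 100% uses oxytocin at 75 nM as the full agonist control; some results filed as inactive read as strong as hits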
#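 assay system = CHO-OTR cells, human receptor | schedule = compound 6 min at room temperature before oxytocin, 100 s read | detection = Fluo-8 intracellular calcium fluorescence, ex 470-495, em 515-575 nm | evaluation = normalized max/min fluorescence ratio, % activation | control set = EC15 oxytocin alone as 0%, 75 nM oxytocin (EC100) as 100%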
# CHRM1 agonist – agonists of human M1 muscarinic receptor. P11229. CHO-K1 hM1, Fluo-8 calcium fluorescence, agonist mode; 0% DMSO, 100% acetylcholine EC100. activation, % at 3 µM. 360,000 compounds, 0.33% hits;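 active = activation above the run's mean compound activation plus 3 SD, cut at about 16% in these data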;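 also: peak over basal fluorescence ratio within a 140 s kinetic read after compound addition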
# TAAR1 antag – antagonists of human TAAR1; Q96RJ0; 360,000 compounds, 1.5% hits; AID 624466; inhibition, % at 3 µM; CHO RD-HGA16 TAAR1, Fluo-8 calcium fluorescence, antagonist;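 active = inhibition above a per-plate cutoff, the mean inhibition of test compounds on that plate plus 3 SD, cut at about 49% in these data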;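 also: 0% = DMSO plus EC80 beta-PEA response and 100% = DMSO alone without agonist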
# Target sequence (Q96RJ0 whole entry, looked up): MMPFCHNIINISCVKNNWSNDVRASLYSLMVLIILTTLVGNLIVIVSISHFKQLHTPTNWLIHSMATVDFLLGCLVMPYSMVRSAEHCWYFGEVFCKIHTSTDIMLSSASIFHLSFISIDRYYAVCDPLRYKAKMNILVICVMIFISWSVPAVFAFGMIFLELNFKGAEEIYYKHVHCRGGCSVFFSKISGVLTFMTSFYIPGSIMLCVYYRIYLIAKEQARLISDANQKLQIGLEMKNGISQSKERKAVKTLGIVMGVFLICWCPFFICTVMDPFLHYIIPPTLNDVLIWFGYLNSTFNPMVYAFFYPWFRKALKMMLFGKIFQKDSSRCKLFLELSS
#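 System: RD-HGA16 CHO cells with stable hTAAR1 and Gα16 | Probe or stimulus: EC80 β-phenethylamine stimulus | Dosing: 3 µM, single point | Times: Dye loading 75 min at 37 °C, then 30 min room temperature | Measured by: Fluo-8 calcium-sensitive fluorescence | Read-out basis: % inhibition of agonist calcium response | Replicates: n of 1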
# V1R ag counter – counter-screen for oxytocin receptor agonists: human V1a receptor agonists. P37288. CHO-V1R cells, Fluo-8 calcium fluorescence, agonist mode; 0% DMSO, 100% 3 nM vasopressin. activation, % at 3 µM. 320,000 compounds, 0.25% hits. AID 2797;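 active = activation above the mean activation of all tested compounds plus 3 SD, per screening run, cut at about 20% in these data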;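 also: signal is peak over basal fluorescence ratio across a 100 second FLIPR read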
# Target sequence (P37288 whole entry, looked up): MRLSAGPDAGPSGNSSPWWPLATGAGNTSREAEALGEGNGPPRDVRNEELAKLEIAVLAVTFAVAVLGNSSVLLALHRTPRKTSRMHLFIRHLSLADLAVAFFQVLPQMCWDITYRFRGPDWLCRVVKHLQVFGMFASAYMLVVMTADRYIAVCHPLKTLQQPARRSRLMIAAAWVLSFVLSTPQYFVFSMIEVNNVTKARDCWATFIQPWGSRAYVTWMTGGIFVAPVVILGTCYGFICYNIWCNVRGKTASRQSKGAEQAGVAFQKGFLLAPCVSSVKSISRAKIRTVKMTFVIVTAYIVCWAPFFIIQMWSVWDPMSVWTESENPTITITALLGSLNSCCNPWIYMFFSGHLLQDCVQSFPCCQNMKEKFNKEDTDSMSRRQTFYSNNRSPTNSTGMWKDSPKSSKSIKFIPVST
# CHO parental Ca – counter-screen: ATP calcium response change in parental CHO cells | parental CHO-K1, ATP-induced calcium, Fluo-8 fluorescence | inhibition, % at 5.6 µM | 330,000 compounds, 0.63% hits;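 active = inhibition above that plate's mean sample inhibition plus 3 SD, cut at about 26% in these data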;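 also: 0% = ATP-challenged DMSO wells and 100% = DMSO wells without ATP; some compounds past the cut are filed as inactive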
#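 Test system: untransfected parental CHO cell line; also added: ATP stimulus; dosing: 5.6 µM, single dose; signal: calcium-sensitive Fluo-8 fluorescence; measure: percent inhibition of ATP-evoked calcium rise, normalized to controls; benchmarks: low control ATP plus DMSO, high control DMSO only; replication: one well per compound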
# CHO-K1 Ca ag – nonselective activator or artifact in parental CHO-K1 cells; AID 602248; 360,000 compounds, 0.48% hits; activation, % at 3 µM; Fluo-8 calcium fluorescence; scaled to maximal ATP response, vehicle zero; in the data active = activation above about 15%;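 also: untransfected CHO-K1 host cells lacking M1 receptor as counterscreen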
# M1 PAM parental – nonselective activator or artifact in parental CHO-K1 calcium assay; 360,000 compounds, 0.02% hits; ATP EC20, Fluo-8 calcium fluorescence; 0% at ATP EC20, 100% at ATP max; activation, % at 3 µM;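 active = activation above the run cutoff, the mean activation of all test compounds plus 3 SD, cut at about 40% in these data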;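 also: peak over basal fluorescence ratio in a 140 s read after ATP addition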
# TAAR1 ag – agonists of human TAAR1 | Q96RJ0 | CHO RD-HGA16 TAAR1, Fluo-8 calcium fluorescence; vehicle wells 0%, saturating PEA agonist 100% | activation, % at 3 µM | 360,000 compounds, 0.99% hits | AID 624467;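 active = activation above the mean activation of all test compounds in the run plus 3 SD, cut at about 38% in these data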
#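 Test system: RD-HGA16 (CHO) cells co-expressing Gα16 and hTAAR1 | Doses: Single dose, 3 µM | Schedule: 17-24 h seeding, 75 min 37 °C dye, 30 min RT | Evaluation: % activation from peak over basal fluorescence ratio, DMSO-to-PEA scaled | Technique: Kinetic Fluo-8 calcium fluorescence | Benchmarks: Low control DMSO, high control PEA (EC100)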
# CHO-K1 Ca antag – counter-screen for M1 antagonists: effect in parental CHO-K1 cells | inhibition, % at 3 µM | 360,000 compounds, 0.6% hits | ATP-induced calcium, Fluo-8 fluorescence | AID 602250;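 active = inhibition above a per-plate cutoff, the plate's mean sample inhibition plus 3 SD, cut at about 24% in these data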;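 also: 0% = DMSO plus EC80 ATP and 100% = DMSO alone without ATP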
# Active calls of the source: *; · = not tested or not shown. Compounds as they come. About 3.3% of those tested had a hit in this group.
SMILES,OXTR potentiator,CHRM1 agonist,TAAR1 antag,V1R ag counter,CHO parental Ca,CHO-K1 Ca ag,M1 PAM parental,TAAR1 ag,CHO-K1 Ca antag
COc1ccc(N/C=C\C(=O)c2ccc3c(c2)OCO3)cc1OC,3,-6,11,0.5,-9,1.6,18,0,-8
Cc1ccc(/C(N)=N/OC(=O)c2ccc3c(c2)OCO3)cc1,4,-3,17,0.6,-1,-0.1,15,2,-6
COc1ccc(N2CCN(CCCNC(=O)C3(S(=O)(=O)c4ccc(Cl)cc4)CC3)CC2)cc1,-7,-12,·,0.6,-24,3.3,6,·,-9
Cc1cc(NC(=O)CCCC(=O)NCc2ccccc2)no1,-1,-4,12,0.0,-8,-0.1,14,3,2
Cc1ccc(S(=O)(=O)N(C)C)cc1NC(=O)COC(=O)/C=C/c1ccc(F)cc1,-5,-1,-34,0.1,-7,4.7,24,3,-3
CCCN1C2CCCC1CC(NC(=O)c1ccccc1OC)C2 (configuration not stated),-17,-9,-4,-0.1,-10,0.2,-9,1,11
CCOC(=O)C1CCN(C(=O)COC(=O)/C=C/c2cccc(OC)c2OC)CC1,6,19*,4,-0.1,-1,1.0,24,14,-22
Nc1ccc(C(=O)OCc2nc3ccccc3s2)cc1,-2,-5,-3,0.3,-5,0.8,-3,0,-12
O=C(CSc1nnnn1-c1ccccc1)N1CCc2ccccc2C1,-14,-6,13,-0.2,-21,0.5,7,3,5
COc1ccc(C2=CC(=O)N(Nc3ccccc3)C2=O)cc1,-15,-2,-3,0.9,6,2.2,20,33,4
Cc1ccc(S(=O)(=O)Nc2nc3ccccc3s2)cc1,-6,-5,-2,6.0,-9,0.3,11,4,-9
O=[N+]([O-])c1ccccc1S(=O)(=O)NCCSc1ccccc1,-6,-3,-10,1.0,-14,1.4,11,6,3
O=C1OC(NC(=O)c2ccccc2)C(n2cc(CO)nn2)=C1Cl (configuration not stated),-4,-2,0,0.2,-15,0.0,0,12,-2
COc1ccc(/C=N/NC(=O)CN(C)S(=O)(=O)c2ccc(NC(C)=O)cc2)cc1,-15,-5,3,0.2,4,0.8,15,1,-17
Cc1c2cnn(CC(=O)NCCN3CCOCC3)c(=O)c2c(C)n1Cc1ccccc1F,·,0,5,·,·,0.8,15,0,2
Cc1c(C(=O)NCCc2ccc(Cl)cc2)sc2nc3n(c(=O)c12)CCC3,-9,0,1,4.5,-15,2.0,-25,3,15
O=C(/C=C/c1cccc([N+](=O)[O-])c1)NCc1ccco1,-5,-7,1,0.0,0,0.6,14,0,-4
CC(C)(C)n1ncc2c(=O)n(CC(=O)N3CCCC3)cnc21,1,-4,-11,1.6,-2,0.6,23,1,-13
Cc1ccc2sc(N(CCCN(C)C)C(=O)c3ccc(S(=O)(=O)N4CCOCC4)cc3)nc2c1C,1,-7,-8,0.9,-12,1.1,-14,4,8
CSC1=NCCN1C(=O)c1ccco1,2,1,7,0.7,-4,0.1,13,2,-21
O=C(CSc1cc(Cl)ccc1Cl)NCCN1C(=O)CSC1=O,-5,-3,-14,0.8,-10,0.3,-2,3,6
CC1CC(C)CN(CCOc2ccc(Cl)cc2Cl)C1 (configuration not stated),-6,-3,-3,0.1,-16,0.1,19,14,-8
Cc1cccc(C)c1NC(=O)CNC(=O)c1c(C)nn(-c2ccccc2)c1C,-4,-2,8,-0.1,10,0.1,-11,0,14
COc1cc(Nc2cc(C)nc3ncnn23)cc(OC)c1,6.4*,-5,-31,-0.8,-10,0.0,16,-1,6
CCOc1ccc(N2C(=O)c3ccccc3NC2(C)CC)cc1 (configuration not stated),-2,-3,-13,-0.2,-16,0.0,5,5,9
O=C(CCc1ccccc1)NNC(=O)c1ccccc1Br,-3,-6,2,0.2,-6,0.3,14,0,-6
COc1cccc(CNC(=O)c2cccc(Br)c2)c1,-1,-12,-13,-0.4,-9,1.2,10,4,0
N#C/C(=C\c1ccc(F)c(Cl)c1)S(=O)(=O)c1ccccn1,0,-1,-19,0.0,-2,4.5,10,0,-9
Cc1nc(N2CCN(c3ccccc3)CC2)[nH]c(=O)c1C,-5,2,-21,-0.8,-13,-0.2,-12,3,-6
Cc1nc(N2CCN(C(=O)c3ccco3)CC2)c2c3c(sc2n1)CCCC3,-4,-10,31,-1.0,-33,3.7,20,4,-19
COc1ccc(CC(=O)NNC(=O)c2cc(C)oc2C)cc1OC,-9,-2,-2,0.0,-10,-0.1,-17,-1,2
COC(=O)[C@H](Cc1ccccc1)NS(=O)(=O)c1ccc(F)cc1Br,·,-4,-20,·,·,0.1,-12,2,-3
Cc1ccc(C)c(CN2CCC(CNC(=O)CCc3nnc4ccc(N5CCCCC5)nn34)CC2)c1,-13,-5,-33,-1.1,-16,-1.0,-1,0,-2
CN(C)c1ccc(CNC(=O)C2CCN(S(=O)(=O)c3ccc4c(c3)oc(=O)n4C)CC2)cc1,-6,-2,12,0.2,5,0.7,9,0,-12
CC(=O)Nc1ccc(S(=O)(=O)N[C@@H](C)C(=O)OCC(=O)NC2CCCC2)cc1,0,-1,-6,0.1,-14,1.2,-6,1,0
CC1(C)C2CCC(C2)C1(C)N=C1OC(CCl)CS1 (configuration not stated),-1,-4,-37,0.7,-8,0.9,21,4,-12
CCc1cc2c(NCCC(=O)O)ncnc2s1,-3,-1,8,1.4,-7,-0.1,-2,-1,5
CCCc1ccc(S(=O)(=O)N2CCN(C(C)C(=O)NC3CCCC3)CC2)cc1 (configuration not stated),·,-3,-17,·,·,-0.2,12,1,-5
O=c1[nH]c(=O)n(Cc2ccco2)c2c1C(C(F)(F)F)(C(F)(F)F)N=C(CCC1CCCCC1)N2,-8,6,26,8.1,-12,0.7,21,58*,-4
CC(=O)Nc1ccc(N2C(=O)CSC2c2ccccc2)cc1 (configuration not stated),-4,-4,-2,0.3,-2,1.1,1,0,-11
Cn1cc(Br)c(C(=O)N/N=C/c2cc3c(cc2Cl)OCO3)n1,·,-2,5,·,·,-0.1,-6,-2,-1
O=C(COc1ccc(/C=N/NC(=O)c2ccccc2O)cc1)Nc1ccccc1,-17,-3,1,0.5,4,2.2,15,15,-12
Cc1ccc(CCN2CCN=C2N(C)C)cc1,-5,-4,-7,0.1,-10,1.3,-3,1,0
C=CCn1c(SC)nnc1C1COc2ccccc2O1 (configuration not stated),-6,-2,0,-0.4,-7,1.1,21,12,-16
Cc1cc(C)n(-c2nc3sc4c(c3c3nnc(SCC(N)=O)n23)CC(C)(C)OC4)n1,·,-1,-7,·,·,-0.1,0,22,10
NC(=O)c1csc(CCNC(=O)c2ccccc2)n1,·,-5,-1,·,·,0.2,11,1,-1
COc1ccccc1C(=O)O/N=C(\N)c1ccc(Cl)cc1,0,-6,14,-0.2,-14,0.6,21,7,-11
Cc1nn2c3cc(N4CCOCC4)ccc3nc2c2ccccc12,-4,·,-8,-1.1,-9,·,·,3,·
O=C(NCC1(N2CCOCC2)CCCCC1)c1cccc(S(=O)(=O)N2CCc3ccccc3C2)c1,2,-8,3,0.4,-18,-0.5,-8,-1,6
CCCN(CC1CC1)C(=S)NC(=O)C1CC1,6,-4,-1,-0.5,-9,0.2,0,0,-3
N#Cc1ccc(N/N=C/c2cn(-c3ccccc3)nc2-c2ccccc2)c([N+](=O)[O-])c1,-1,-3,-13,-1.0,-4,-0.1,10,2,-3
CC(=O)N(c1ccc(C)cc1)S(=O)(=O)c1ccc(Cl)cc1,0,-13,19,-1.1,-10,-0.4,18,-2,-1
COCc1cc(C)nc2sc(C(=O)NC3CCCCC3)c(N)c12,12,-1,11,-0.6,-33,-0.1,2,2,-7
O=C(NCCCN1CCCC1)c1ccc2c(Cl)c3c(nc2c1)CCCC3,-12,-10,-2,-0.1,-11,0.4,23,3,-5
CCN(C(=O)C(C)Sc1nnc(-c2ccncc2)n1C)C1CCCCC1 (configuration not stated),-3,-5,-12,1.5,-23,-0.1,23,3,-13
COc1ccc(C(CNC(=O)c2ccc(-c3cccc(C(F)(F)F)c3)o2)N2CCOCC2)cc1 (configuration not stated),-9,2,12,7.4,-11,2.1,-19,33,0
CC(C)c1ccc(NC(=O)NCc2cccnc2)cc1,1,-2,-1,0.5,-5,1.4,16,2,-7
CCc1nc(-c2cc3ccc(C)cc3[nH]c2=O)no1,-10,-4,10,0.0,-6,1.1,16,8,-19
CCOC(=O)C1=CN(Cc2cccc(-c3cccnc3)c2)S(=O)(=O)N(CC)C1C (configuration not stated),·,-4,23,·,-19,3.5,6,-1,1
Oc1ccc(Cl)cc1C=Nc1ccccc1Br,-4,-5,-13,2.1,0,0.1,5,3,-12

# Sorted by value in CHRM1 agonist (low to high): some entries from above.
smiles | CHRM1 agonist | TAAR1 antag
O=C(NCC1(N2CCOCC2)CCCCC1)c1cccc(S(=O)(=O)N2CCc3ccccc3C2)c1 | -8 | 3
NC(=O)c1csc(CCNC(=O)c2ccccc2)n1 | -5 | -1
Cc1ccc(CCN2CCN=C2N(C)C)cc1 | -4 | -7

# Following part
SMILES,OXTR potentiator,CHRM1 agonist,TAAR1 antag,V1R ag counter,CHO parental Ca,CHO-K1 Ca ag,M1 PAM parental,TAAR1 ag,CHO-K1 Ca antag
Cc1cc(N2CCC(C)CC2)nc2ccc(N3C(=O)CCC3=O)cc12,-5,-7,2,1.3,0,0.1,-2,7,9
Cc1cccc(COc2ccccc2C(=O)N(C)CC(=O)Nc2cccc(F)c2)c1,-7,-1,14,0.4,-18,2.4,7,22,-3
O=C(NCCc1ccc(C(F)(F)F)cc1)C1CCC(=O)N(CCCc2ccccc2)C1 (configuration not stated),-12,-1,-10,7.3,-7,4.3,21,5,-20
CCn1cc(C(=O)O)c(=O)c2cc(F)c(N3CCN(C(=S)NC(=O)c4ccc(F)c(F)c4)CC3)cc21,-9,0,17,-1.3,-5,1.6,-1,13,3
CCc1ccc(-c2nc(SCC(=O)N(CC)C3CCS(=O)(=O)C3)n[nH]2)cc1 (configuration not stated),-4,-4,-1,-0.2,-4,0.6,10,0,-7
Cc1nc2ncccn2c1-c1csc(Nc2cccc(C(=O)O)c2)n1,-5,-3,-6,-0.7,-13,6.5,-2,4,-8
CCOC(=O)N1CCN(C(=O)c2cnn3c(C(F)F)cc(-c4ccc(C)cc4)nc23)CC1,2,-6,-5,-0.8,-18,-1.0,20,-2,-14

# Assay outcomes: PubChem BioAssay, The Scripps Research Institute Molecular Screening Center
